Compound activity from PubChem BioAssay.
GCN5L2 inh = qHTS Assay for Inhibitors of GCN5L2; 390,000 tested, 0.21% active; Histone acetyltransferase KAT2A (Homo sapiens), Q92830; Potency, µM (highest dose often 58.9 µM), for inactives: top-dose activity change, negative = inhibition, actives largely listed as inhibitors; GCN5L2 HAT assay, ThioGlo1 CoA-SH fluorescence
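ThioGlo1-coupled HAT assay: 20nM GCN5L2, 70uM acetyl-CoA, 75uM H3(1-25) peptide, pH 7.5. Fluorescence read at 340/540nm at start and after 20 min at room temperature.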
FEN1 inhibitor = qHTS Assay for the Inhibitors of Human Flap endonuclease 1 (FEN1) | Recombinant FEN1 flap cleavage, fluorescence, 15 min | Potency, µM (highest dose often 114 µM), without a hit: at the top dose activity change, negative = inhibition, hits mostly inhibitors | 390,000 tested, 0.35% active | AID 588795, 2011; note: nearly all actives have a fitted effect of over 65% in size
Target sequence (P39748 whole entry, looked up): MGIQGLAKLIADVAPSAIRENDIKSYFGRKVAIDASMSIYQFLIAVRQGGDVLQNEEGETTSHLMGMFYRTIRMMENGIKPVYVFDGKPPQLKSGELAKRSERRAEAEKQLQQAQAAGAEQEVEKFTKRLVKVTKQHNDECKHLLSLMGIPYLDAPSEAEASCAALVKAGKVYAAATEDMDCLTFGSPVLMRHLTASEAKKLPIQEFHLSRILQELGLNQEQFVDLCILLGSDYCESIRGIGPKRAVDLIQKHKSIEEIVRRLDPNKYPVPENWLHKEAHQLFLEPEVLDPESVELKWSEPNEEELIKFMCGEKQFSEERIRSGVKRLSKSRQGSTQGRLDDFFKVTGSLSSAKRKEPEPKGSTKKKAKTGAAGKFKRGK
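Quantitative HTS format: each compound was titrated, incubated with 10 nM nuclease for 15 min at room temperature, then challenged with flap substrate at 50 nM final. Signal change over 15 min gave concentration–effect curves.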
DT40 TDP1 CPT = qHTS for Inhibitors of human tyrosyl-DNA phosphodiesterase 1 (TDP1): qHTS in cells in presence of CPT. chicken DT40 Tdp1-/-;hTDP1 cells + 20 nM CPT, ATP luminescence, 48 h. Potency, µM (highest dose often 46.2 µM), for inactives: at the top dose activity change, negative = growth inhibition, actives largely listed as inhibitors. 420,000 tested, 12% active. AID 686979, 2013; note: nearly all actives have a fitted effect of over 55% in size
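Cell growth measured by CellTiter-Glo luminescence after a minimum 48 h, 37 C compound exposure with 20 nM CPT in Tdp1-knockout DT40 cells stably expressing hTDP1, seeded 400/well; qHTS titration format.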
Active calls of the source: *; u = inconclusive; x = no result given; & = joins results of further samples. Calls come from the whole dose curve; as a rule, active = well fitted curve in the direction sought with a large enough effect; inconclusive = small, poorly fitted or top-dose-only effect, or another doubt; inactive = no such curve, though single readings can be large; an effect the other way counts as inactive or inconclusive. % is set by controls: 0 for no effect and ±100 for the full control effect; potency is the fitted concentration of half-maximal effect. Only part of the results is shown; count on the stated rates, not on these rows.

SMILES	GCN5L2 inh	FEN1 inhibitor	DT40 TDP1 CPT
O=C(Nc1nnc(-c2cccnc2)s1)c1cccs1	-13%	4%	-6%
CC1CN(C)CCC1OC(=O)c1ccccc1 (stereo unspecified)	-5%	-7%	1%
O=C(NC1CCN(C(=O)NCc2ccccc2)CC1)c1cccc(F)c1	1%	-15%	-16%
Cc1cc(NC(=O)c2ccc(C#N)cc2)on1	-3%	-10%	-9%
CC(CC(=O)NNC(=O)c1ccncc1)c1ccccc1 (stereo unspecified)	-4%	2%	29%
CN(C)CCOC1c2ccccc2CSc2ccccc21 (stereo unspecified)	x	1%	-4%
Cn1c2c(c(=O)n(C)c1=O)C(c1ccccc1Cl)C(C#N)=C(N)O2 (stereo unspecified)	1%	3%	-17%
COC1(OC)N=C(N)C2(C#N)C(c3ccccc3)NC(C)=CC12C#N (stereo unspecified)	-6%	2%	-6%
O=C(CN(Cc1ccccc1)S(=O)(=O)c1cccc(C(F)(F)F)c1)NC1CCCCC1	6%	-2%	u
O=S(=O)(c1ccc(OC(F)(F)F)cc1)N1CCC(c2nnnn2-c2ccc(F)cc2)CC1	-1%	13%	0%
COc1ccc(CCNC(=O)C2CCCN(c3ncccn3)C2)cc1 (stereo unspecified)	-1%	22%	-2%
Cc1csc(NC(=O)c2cc3c(C)nn(Cc4ccccc4Cl)c3s2)n1	4%	-11%	u
CN(Cc1ccccc1)C(=O)c1ccccc1NC(=O)c1ccco1	-7%	-1%	-2%
CCN(Cc1ccccc1)Cc1c(O)ccc2oc(C)c(C(=O)Nc3ccc(C)cc3C)c12	-6%	-17%	7.3µM*
Cc1nn2c(nc1=O)SCC(c1ccccc1)=N2	-2%	0%	-2%
Cc1c(Cl)cccc1-n1ncc(C(=O)N2CCc3ccccc3C2)c1C1CCN(C(=O)OC(C)(C)C)CC1	-22%	8%	u
CSc1nc2ccsc2c(=O)n1-c1ccccn1	-22%	-18%	-12%
COc1ccc(-c2sc3cc(OC)c(OC)cc3c2C#CCO)cc1	-4%	-12%	18µM*
CCC(=O)Nc1nc(CC(=O)Nc2ccccc2)cs1	1%	-3%	-13%
CCOC(=O)c1ccccc1NC(=O)N1CCC(CN2CCOCC2)CC1	1%	-6%	-9%

3 structures already listed, ordered by count of non-hydrogen atoms, falling.
SMILES	GCN5L2 inh	FEN1 inhibitor	DT40 TDP1 CPT
CCOC(=O)c1ccccc1NC(=O)N1CCC(CN2CCOCC2)CC1	1%	-6%	-9%
COC1(OC)N=C(N)C2(C#N)C(c3ccccc3)NC(C)=CC12C#N (stereo unspecified)	-6%	2%	-6%
CC(CC(=O)NNC(=O)c1ccncc1)c1ccccc1 (stereo unspecified)	-4%	2%	29%

Next section
SMILES	GCN5L2 inh	FEN1 inhibitor	DT40 TDP1 CPT
NC1=NC[C@H](CC2CCCCC2)N1CCc1cc(C(F)(F)F)cc(C(F)(F)F)c1	-7%	4%	5.8µM*
COc1cc(NC(=O)CCS(=O)(=O)c2ccc3c(c2)CC(=O)N3C)cc(OC)c1OC	-18%	20%	-13%
Cc1ccc(NC(=O)CCSc2nnc(Cc3ccccc3)o2)cc1	-4%	5%	-7%
COC(=O)c1ccc(CN(Cc2ccc(OC)c(OC)c2)S(=O)(=O)c2ccc(F)c(C(=O)Nc3cc(C)ccc3C)c2)cc1	0%	11%	u
CCC1CCCCN1C(=O)CCS(=O)(=O)c1ccccc1 (stereo unspecified)	-1%	-2%	1%
CCOc1ccc(S(=O)(=O)N2CCCC(C(=O)N3CCOCC3)C2)cc1C (stereo unspecified)	-3%	20%	u
COc1ccccc1CNc1ccc(N2CCOCC2)c(C(=O)O)c1	-7%	-2%	-17%
O=C(c1ccco1)N1CCN(S(=O)(=O)c2ccc3c(c2)CCN3C(=O)C2CC2)CC1	-2%	-14%	-12%
Cc1cccc(NC(=O)C2CCN(S(=O)(=O)c3c(C)noc3/C=C/c3ccco3)CC2)c1C	-2%	-4%	-16%
CCc1cccc(-n2nnc(-c3nsc(NC(=O)c4ccc(C)cc4)n3)c2C)c1	1%	2%	9.2µM*
COc1ccccc1N1CCN(S(=O)(=O)CCNC(=O)c2cc(=O)c3ccccc3o2)CC1	-14%&0%	16%&2%	u
Cn1c(=O)n(C)c2cc(/C=N/N=C3/NC(=O)C(CC(=O)O)S3)ccc21 (stereo unspecified)	-2%	-3%	-3%
CCNC(=S)N(Cc1ccco1)Cc1cc2cc(OCC)ccc2[nH]c1=O	9%	-21%	u
CCOCCCNC(=O)c1ccc(N(C)S(=O)(=O)c2ccc(OC)cc2)cc1	-2%	-12%	-9%
CN(C)CCNC(=O)C(=O)NCC(c1ccc2c(c1)OCO2)N1CCN(c2ccc(F)cc2)CC1 (stereo unspecified)	-3%	0%	-15%
CCOc1ccccc1Nc1ncnc2c1cnn2-c1ccccc1	-5%	-1%	-15%
CCOc1cc(C2C(C(=O)Nc3ccccc3)=C(C)Nc3ncnn32)cc(Br)c1O (stereo unspecified)	1%	2%	2%
CN(C)CCCN(C(=O)c1sc2ccccc2c1Cl)c1nc2c(F)cccc2s1	-18%	0%	-23%
O=C(c1ccc(F)cc1)c1cc2ccccc2o1	-3%	-5%	-12%
Cc1ccc(C(=O)O)cc1NC(=O)Nc1cccc2ccccc12	2%	18%	1%

As a short view, part of the list above.
SMILES	GCN5L2 inh	FEN1 inhibitor	DT40 TDP1 CPT
CCOCCCNC(=O)c1ccc(N(C)S(=O)(=O)c2ccc(OC)cc2)cc1	-2%	-12%	-9%
CN(C)CCNC(=O)C(=O)NCC(c1ccc2c(c1)OCO2)N1CCN(c2ccc(F)cc2)CC1 (stereo unspecified)	-3%	0%	-15%
CCOc1ccccc1Nc1ncnc2c1cnn2-c1ccccc1	-5%	-1%	-15%
CCOc1cc(C2C(C(=O)Nc3ccccc3)=C(C)Nc3ncnn32)cc(Br)c1O (stereo unspecified)	1%	2%	2%
CN(C)CCCN(C(=O)c1sc2ccccc2c1Cl)c1nc2c(F)cccc2s1	-18%	0%	-23%
O=C(c1ccc(F)cc1)c1cc2ccccc2o1	-3%	-5%	-12%
Cc1ccc(C(=O)O)cc1NC(=O)Nc1cccc2ccccc12	2%	18%	1%

(list continues)
SMILES	GCN5L2 inh	FEN1 inhibitor	DT40 TDP1 CPT
CCS(=O)(=O)c1c([N+](=O)[O-])ncn1C	5%	-2%	5.2µM*
COc1ccc(NC(=O)CCS(=O)(=O)c2cc3c(cc2Cl)NC(=O)CO3)cc1OC	-23%	19%	-13%
COc1ccccc1OCc1ccc(C(=O)N2CCN(C)CC2)o1	-1%	-1%	8%
COc1cc(OC)c(-n2cc(-c3ccc(Cl)cc3)[nH]c2=O)cc1Cl	-3%	1%	u
O=C(NN=C1CCCC1)c1sc2ccccc2c1Cl	1%	-12%	-6%
c1ccc2c(c1)[nH]c1nc(SCCN3CCOCC3)nnc12	-8%	1%	-21%
CN(c1ccc(C(=O)NCCSCc2ccco2)cc1)S(C)(=O)=O	-1%	-4%	-20%
C/C(=N\Nc1cc(-c2ccccc2)nc(-c2ccc(Br)cc2)n1)c1cccc(N)c1	x	-4%	26µM*
CC(C)(C(=O)c1ccccc1)/[N+]([O-])=C/c1ccc(F)cc1	x	-1%	-5%
O=C(C[C@@H]1C/C=C/CC[C@@H](Cc2ccc(F)cc2)C(=O)O[C@@H](c2ccccc2)CNC1=O)NCCO	-6%	-14%	u
COc1ccccc1NC(=O)C(C/C=C(\C)Cl)C(C)=O (stereo unspecified)	2%	7%	6%
CCc1c(C)sc(NC(=O)CCc2ccc(OC)cc2)c1C(N)=O	-3%	1%	-17%
CN1CCc2c(sc3nc(NN)n(Cc4ccccc4)c(=O)c23)C1	-9%	-3%	-4%
O=C(c1cc2cc([N+](=O)[O-])ccc2oc1=O)n1cccn1	-12%	10%	-6%
Cn1nnc(NC(=S)NC(=O)Cc2ccccc2)n1	4%	-4%	-19%
CC1Cc2ccccc2N1C(=O)C12CCC(C)(C(=O)C1)C2(C)C (stereo unspecified)	-3%	-6%	u
O=c1c2ccccc2ncn1-c1ccc2c(c1)OCCO2	-2%	-14%	-26%
C[C@H](NC(=O)N1CCn2c1nc1ccccc12)C(=O)N1CCCCC1	1%	-13%	16µM*
Cc1ccc(C#N)c(SCc2nnc(-c3ccc(Cl)cc3)o2)n1	-2%	-5%	u
COc1cc(C(=S)N2CCOCC2)cc(OC)c1OS(=O)(=O)c1ccc(Cl)cc1	-10%	0%	u
CSc1ccccc1NC(=O)CSc1n[nH]c(C)c1[N+](=O)[O-]	-16%	11%	-22%
COc1cccc(C=Nc2ccccc2C#N)c1O	-6%	-11%	4%
Cc1cc(C(=O)NNC(=O)CCCCC(=O)NNC(=O)c2cc(C)[nH]n2)n[nH]1	2%	-5%	2%
COc1ccc(C(=O)Nc2nc3c(s2)Cc2cc(OC)ccc2-3)cc1	-3%&-5%	-25%&-11%	u
OCC(Cc1ccc2c(c1)OCO2)C(CO)Cc1ccc2c(c1)OCO2 (stereo unspecified)	-28%	17%	u
COCCN(C(=S)Nc1ccccc1C)C(C)c1cccnc1 (stereo unspecified)	-1%	1%	-3%
CC(C)(CNC(=O)c1ccccc1NS(C)(=O)=O)N1CCCCC1	-1%	0%	14%
N/C(=N/OC(=O)c1ccccc1Cl)c1ncc([N+](=O)[O-])s1	-2%	-13%	3.7µM*
Nc1nonc1-n1nnc(C(=O)N/N=C/c2ccc(OCc3ccccc3F)cc2)c1CN1CCCCC1	-11%	-23%	u
C=CCC(CC=C)(CNC(=O)C(=O)Nc1cccc(C(F)(F)F)c1)c1ccccc1	-22%	-7%	18µM*
COc1ccc(-c2nc(CS(=O)CC(=O)N3CCOCC3)c(C)o2)cc1OC (stereo unspecified)	1%	18%	2%
Cc1cccc(-c2nnc(SCC(=O)N3c4ccccc4CCc4ccccc43)n2C)c1	-2%	8%	u
Nc1cc(=O)[nH]c(SCC(=O)N2CCC(Cc3ccccc3)CC2)n1	4%	2%	-25%
COc1ccc(C(=O)N=C2CCC(C#N)=C3c4cc(OC)c(OC)cc4CCN23)cc1	-6%	2%	u
Cc1ccc(S(=O)(=O)N2CCN(C(=O)COC(=O)Cc3cccc(C(F)(F)F)c3)CC2)c(C)c1	-5%	0%	-29%
CCOc1ccc(NC(=O)Cn2c(=O)n(Cc3ccccc3)c(=O)c3sc4ccccc4c32)cc1	1%	12%	6.5µM*
Cc1cc(C)cc(NC(=O)c2cc(=O)c3ccccc3o2)c1	1%	1%	26%
CN1OC[C@@H]2CN(Cc3ccccc3)[C@H](c3cccc(N4CCOCC4)c3)C[C@@H]21	x	13%	-8%
Cc1ccccc1C1c2[nH]c3ccccc3c2C[C@H]2C(=O)N(c3ccccc3C(=O)NCCCN3CCOCC3)C(=O)N12 (stereo partly specified)	u	-21%	23µM*
C=CCNC(=O)c1ccc(-c2nc3ccccc3nc2-c2ccccc2)cc1	x	-18%	u
O=C(CN1CCN(S(=O)(=O)c2ccccc2)CC1)Nc1ccnn1C1CCCC1	2%	-4%	-28%
CC(C)=C1SC(N2CCN(Cc3ccccc3)CC2)=NC1=O	-7%	-2%	-10%
Cc1c(NC(=O)c2ccc(-c3cccc([N+](=O)[O-])c3)o2)cccc1-c1nc2cc(Cl)ccc2o1	-7%	-1%	x
CC1CCC2(CC1)NC(=O)N(CC(=O)Nc1nc(-c3ccc(F)cc3)cs1)C2=O (stereo unspecified)	-5%	-2%	-13%
O=C(Nc1cccc([N+](=O)[O-])c1)c1ccc2nc(N3C(=O)CCC3=O)sc2c1	u	-19%	-9%
CC(O)CNc1ncnc2nc[nH]c12 (stereo unspecified)	2%	6%	-3%
Cc1cn(CC(=O)c2ccccc2)c2ccccc12	-10%	11%	-25%
COc1ccc(OC)c(CNS(=O)(=O)c2ccc3c(c2)oc(=O)n3C)c1	-1%	5%	u
C=CCN(C(=O)c1csnn1)C(C(=O)NCc1ccc(F)cc1)c1ccccc1 (stereo unspecified)	-4%	-3%	-10%
COc1cc(C(CCN2CCCC2)c2c(OC)cc(OC)c3c(C)cc(=O)oc23)cc(OC)c1OC (stereo unspecified)	0%	-4%&-9%	13µM*
Nc1nc(NC(=O)c2ccccc2Cl)nn1-c1ccccc1	-1%	-5%	1%
O=C(Nc1ccc2oc(-c3ccncc3)nc2c1)c1ccccc1F	-8%	3%	-6%
Cc1ccc(S(=O)(=O)N(CC(=O)Nc2ccccc2C(=O)O)c2ccc(Cl)cc2)cc1	17%	-3%	-3%
COc1ccccc1N1CCN(C(c2cccs2)c2nnnn2C2CCCC2)CC1 (stereo unspecified)	-4%	-12%	u
CCOc1ccccc1N1CCN(C(=O)NC(C)c2ccc(F)c(F)c2)CC1 (stereo unspecified)	-3%	9%	-28%
CCc1c(Nc2ccccc2Cl)nc(N)[nH]c1=O	x	-2%	u
